Screening data deposited in PubChem by several laboratories.
Spn PMK inh: blocks S. pneumoniae phosphomevalonate kinase. purified PMK, PK/LDH-coupled NADH absorbance 340 nm. inhibition, % at 10 µM. 0.49% of 65,000 active;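 active = top-ranked compounds by inhibition in the single 10 µM screen, taking a fixed number of the strongest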;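 note: 0% = full reaction with DMSO carrier and 100% = background rate without enzyme reaction; no value below 0 was filed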
MK inhibit: blocks S. pneumoniae mevalonate kinase; purified MK, PK/LDH-coupled NADH absorbance 340 nm; inhibition, % at 10 µM; 0.48% of 65,000 active;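 active = ranked among the strongest by inhibition in the single 10 µM screen, a fixed top-ranked set picked for dose follow-up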; note: no value below 0 was filed
Bfl-1 inhibitors: Bfl-1 inhibitors, primary screen, biochemical, fluorescence polarization, FITC-Bid, mouse (AID 432). 0.02% of 64,000 active. one-dose displacement, % at 20 µM; IC50 in µM for titrated hits. FITC-Bid BH3 peptide fluorescence polarization displacement; higher % means a stronger effect; in the data active = a potency from the dose series; inactive = the rest, 99 in 100 with displacement below about 15%; note: strong numbers were not always called active
HPDE-C7 cytotoxicity: cytotoxicity in HPDE-C7 cells, cell-based, fluorescence, HTS (AID 430); HPDE-C7 pancreatic duct cells viability, fluorescence; higher % means a stronger effect; cytotoxicity, % at 10 µM; hits with a dose series show EC50 in µM; 1.8% of 63,000 active;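 note: cells exposed to compound for 48 hours before viability readout; 0% = vehicle and 100% = reference cytotoxic drug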
TNAP inhibition: human TNAP enzyme inhibitors, biochemical, luminescent (AID 518); purified TNAP enzyme, luminescent substrate readout; higher % means a stronger effect; one-dose inhibition, % at 20 µM; IC50 in µM for titrated hits; 0.09% of 64,000 active; in the data active = a potency from the dose series; inactive = the rest, 99 in 100 with inhibition below about 22%;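 note: plate controls were vehicle for no effect and reference inhibitor for full effect; many of its hits are not listed in these tables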
LYP phosphatase: LYP phosphatase inhibitors, primary screen, biochemical, DiFMUP fluorescence, recombinant catalytic domain, 10 µM (AID 606) | recombinant LYP catalytic domain, DiFMUP fluorescence; higher % means a stronger effect | 52,000 tested, under 10 active | inhibition, % at 10 µM, or IC50 in µM where a hit was titrated;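 active = IC50 under 40 µM in the dose-response test; inactive = IC50 of 40 µM or more, or never dose-tested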
KRASV12 cytotoxicity: viability loss of HPDE-C7K cells – cell-based, fluorescence, HTS, primary screen (AID 431); HPDE-C7K KRASV12 cells, Alamar Blue viability, 48 h; higher % means a stronger effect; cytotoxicity, % at 10 µM; hits with a dose series show EC50 in µM; 1.7% of 63,000 active;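 active = compounds whose percent cytotoxicity in the single-dose primary screen, scaled between solvent and toxic-drug controls, exceeds 50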;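 note: 0% = DMSO solvent wells and 100% = doxorubicin-treated wells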
HT1080 cytotoxicity: cytotoxicity in HT1080 fibrosarcoma cells, cell-based, fluorescence readout (AID 620) | HT1080 viability, fluorescence; higher % means a stronger effect | cytotoxicity, % at 10 µM, or EC50 in µM where a hit was titrated | 0.42% of 87,000 active;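 note: cells exposed to compound overnight then 4 h with Alamar Blue; 0% = vehicle DMSO and 100% = killing control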
Spn DPM-DC inh: S. pneumoniae DPM-DC inhibition | purified DPM-DC, PK/LDH coupled NADH fluorescence | calls only at 10 µM | 0.49% of 65,000 active;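 active = the 320 compounds with the highest percent inhibition in the single-dose primary screen, excluding strongly autofluorescent ones, cut at about 32% in these data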;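 note: kinetic rate of NADH fluorescence loss reporting ADP formed by the decarboxylase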
Spn PMK inh pilot replicates: further read-out of Spn PMK inh, marked with its call; inhibition, %; measured here: pilot screen replicates
MK inhibit pilot replicates: second read-out of MK inhibit, no call of its own (marks repeat the call); inhibition, %; measured here: pilot screen replicates
Spn DPM-DC inh pilot screen %: also measured in Spn DPM-DC inh; calls as there; inhibition, %; measured here: pilot screen trials
An asterisk follows results filed as active; i = inactive; x = not tested or not shown. Cut-off read from the data, not from the text of the source, unless noted: active = cytotoxicity above about 50%; inactive = the rest.

SMILES	Spn PMK inh	MK inhibit	Bfl-1 inhibitors	HPDE-C7 cytotoxicity	TNAP inhibition	LYP phosphatase	KRASV12 cytotoxicity	HT1080 cytotoxicity	Spn DPM-DC inh	others
COc1cc(CC(=O)NCc2ccc3c(c2)OCO3)cc(OC)c1OC	9.0	0.0	-3.0%	-7.2%	11.9%	x	-11.8%	3.1%	i	Spn PMK inh pilot replicates=0.0;MK inhibit pilot replicates=8.0;Spn DPM-DC inh pilot screen %=0.0
CCc1cc(C=NC2CCCCC2)c(O)s1	10.0	4.0	-2.4%	-12.5%	10.2%	9.9%	-16.1%	9.7%	i
O=C(NCCN1CCOCC1)c1csc2c1CCCCC2	16.0	17.0	-11.5%	1.0%	6.2%	x	-4.9%	-5.9%	i
COc1ccc(CCNC(=O)CCS(=O)(=O)c2ccc3c(c2)CCN3C(C)=O)cc1OC	4.0	11.0	-6.1%	-5.3%	9.9%	12.5%	-1.5%	10.3%	i
COc1ccc(CCC(=O)Nc2nc3c(s2)CN(C)CC3)cc1OC	15.0	9.0	-6.6%	-4.6%	2.4%	x	-3.8%	4.9%	i
COc1ccccc1OCCn1c(=O)sc2ccccc21	0.0	8.0	-3.9%	-0.3%	12.1%	-3.6%	12.8%	1.7%	i	Spn PMK inh pilot replicates=1.5;MK inhibit pilot replicates=2.0;Spn DPM-DC inh pilot screen %=0.0
Cc1ccc(S(=O)(=O)N2CCN(c3nc(C)nc4sc(C)c(C)c34)CC2)cc1	11.0	5.0	-4.9%	-15.8%	8.5%	-6.1%	-11.1%	-0.3%	i	Spn PMK inh pilot replicates=0.0;MK inhibit pilot replicates=0.0;Spn DPM-DC inh pilot screen %=0.0
Cc1csc(NC(=O)CSc2nsc(SCC(=O)Nc3nc(C)cs3)c2C#N)n1	1.0	2.0	-2.9%	12.4µM*	12.8%	1.7%	11µM*	2.7%	i	Spn PMK inh pilot replicates=1.5;MK inhibit pilot replicates=0.0;Spn DPM-DC inh pilot screen %=0.5
Cc1ccc(O)c(C(=O)c2cnc3c(c2)CN(CCC(C)C)C(=O)N3)c1	0.0	2.0	-6.3%	-5.5%	11.6%	x	-6.0%	11.4%	i
COc1cccc2sc(N3CCN(c4nc5ccccc5s4)CC3)nc12	13.0	15.0	-8.9%	-8.9%	-11.1%	6.2%	-11.3%	-11.2%	i
CSCCC(Nc1nc2ccccc2s1)C(=O)O (stereo not drawn)	19.0	2.0	-5.9%	-1.9%	3.8%	9.3%	-6.0%	12.1%	i
COc1ccc(CCNC(=O)CSc2nnc(Cn3c(=O)sc4ccccc43)n2C)cc1OC	10.0	6.0	4.6%	-14.0%	8.0%	x	4.2%	-3.0%	i
O=C(Nc1ccc(-c2nc3ccccc3o2)cc1)C1CCCO1 (stereo not drawn)	0.0	7.0	-8.8%	2.5%	10.6%	8.6%	5.9%	-6.3%	i
O=C(O)C1C2C=CC(O2)C1C(=O)NCCC1=CCCCC1 (stereo not drawn)	8.0	9.0	0.8%	-13.9%	6.9%	9.0%	-14.7%	10.6%	i
O=S(=O)(c1cccc(-c2cn3cccnc3n2)c1)N1CCOCC1	14.0	11.0	-2.8%	23.1%	9.1%	1.9%	23.3%	8.4%	x
Cc1cc(C(=O)NCCCN2CCCC2=O)cs1	3.0	0.0	-1.5%	-7.1%	4.1%	3.1%	-1.5%	0.7%	i
Cc1ccc(-n2c(SCC(=O)N3CCCC3)nc3c(c2=O)SCC3)cc1	4.0	6.0	-10.4%	-4.7%	10.4%	-1.5%	-3.7%	13.0%	i
CCN(Cc1ccccc1)S(=O)(=O)c1ccc(C(=O)Nc2nnc(C3CC3)o2)cc1	13.0	0.0	2.6%	4.1%	13.0%	-4.3%	6.4%	0.9%	i
O=C(Nc1ccc2c(c1)OCO2)C1CCN(Cc2cnn(-c3ccccc3)c2-n2cccc2)CC1	20.0	0.0	-0.8%	4.6%	-2.0%	1.7%	-0.9%	x	i
O=C(C1CC1c1ccccc1)N1CCOCC1 (stereo not drawn)	0.0	4.0	-3.9%	-9.6%	1.0%	x	-9.5%	23.0%	i
CCC(=O)c1ccc(N2CCN(C(=O)Cc3ccccc3)CC2)c(F)c1	8.0	7.0	2.2%	6.5%	-5.4%	-8.2%	-8.0%	-2.0%	i
Cc1ccc(C(=O)CSc2nc(C)cc(SCc3nnc(-c4ccccc4)o3)n2)cc1	12.0	10.0	4.0%	2.7%	6.1%	x	-1.1%	-1.6%	i
Cc1sc2nc3ccc(N4CCCC4)nn3c(=O)c2c1C	3.0	7.0	0.1%	-6.7%	5.1%	0.4%	9.4%	-1.7%	x
COC(=O)c1c(NC(=O)CN2CCC(C)CC2)c2c(C)cccc2n1C	6.0	8.0	-15.7%	-14.0%	3.0%	4.0%	-16.8%	5.3%	i
CN1/C(=C\C(=O)COC(=O)CN2C(=O)C3CC=CCC3C2=O)C(C)(C)c2ccccc21 (stereo not drawn)	7.0	4.0	-2.0%	-9.9%	6.0%	5.1%	-22.2%	14.5%	i
O=c1c2ccccc2nc(-c2cccc(Cl)c2)n1O	15.0	0.0	-0.1%	10.7%	15.3%	12.2%	13.0%	8.8%	i	Spn PMK inh pilot replicates=7.5;MK inhibit pilot replicates=2.5;Spn DPM-DC inh pilot screen %=7.0
COc1ccc(C(=O)N(CCCO)Cc2cc3c(C)ccc(C)c3[nH]c2=O)cc1OC	8.0	7.0	7.3%	-35.4%	10.3%	-5.2%	-19.9%	-4.9%	i	Spn PMK inh pilot replicates=4.5;MK inhibit pilot replicates=0.0;Spn DPM-DC inh pilot screen %=9.5
COc1ccccc1-n1c(CNc2c(C)cccc2C)nnc1SCC(=O)N1CCOCC1	8.0	7.0	-2.1%	-0.4%	8.0%	19.1%	-20.7%	5.2%	i
CCN1C(=O)CC(N2CCC(Nc3ccc(F)cc3)CC2)C1=O (stereo not drawn)	2.0	6.0	3.0%	-5.1%	6.3%	7.9%	12.2%	6.0%	i	Spn PMK inh pilot replicates=5.5;MK inhibit pilot replicates=3.5;Spn DPM-DC inh pilot screen %=3.5
OC(CN1CCN(c2cccc(C(F)(F)F)c2)CC1)c1c[nH]c2ccccc12 (stereo not drawn)	8.0	3.0	-12.0%	26.7%	4.5%	x	30.5%	12.6%	i
Cc1ccc2cc(CN(Cc3ccco3)C(=O)C3CCCCC3)c(=O)[nH]c2c1C	6.0	0.0	-4.9%	-4.9%	4.7%	-1.2%	-3.8%	2.5%	i
CCC1(C)Cc2c(sc3c2c(=O)n(C)c2nnc(SCc4ccc5c(c4)OCO5)n32)CO1 (stereo not drawn)	8.0	0.0	-2.8%	-11.2%	8.8%	8.6%	-7.3%	-3.8%	i
CCNc1nc(C)cc(COC)c1C#N	12.0	3.0	-4.3%	-12.7%	9.0%	x	-14.0%	17.6%	x
COc1cc(C2C(C(=O)c3ccco3)=C(O)C(=O)N2CCc2ccccc2)ccc1O (stereo not drawn)	1.0	14.0	11.1%	-27.5%	3.2%	3.8%	-13.3%	7.5%	i
CN1CCN(C(=O)c2ccc3c(c2)N(Cc2cccc(Cl)c2)C(=O)c2ccccc2S3=O)CC1 (stereo not drawn)	8.0	7.0	-7.1%	-3.9%	7.4%	x	7.1%	3.7%	i
Cc1cc(N2C3CCC2CC(O)(c2ccc(F)cc2)C3)nc(-c2ccccc2)n1 (stereo not drawn)	10.0	0.0	-4.1%	47.4%	16.0%	x	76.5%*	1.7%	i
CC(=O)c1cc2c(cc1N)OCO2	5.0	5.0	4.2%	x	4.8%	5.5%	x	-0.6%	i
CCOC(=O)C1C2C=CC3(CN(CCc4ccccc4)C(=O)C13)O2 (stereo not drawn)	3.0	0.0	x	x	x	9.2%	x	-1.0%	i
COCc1cc(C)nc(N)c1C#N	1.0	1.0	-1.9%	-0.4%	11.8%	x	-4.9%	27.6%	x
CCCCCn1c(=O)[nH]c2c(c1=O)CCC2	0.0	6.0	x	x	x	2.1%	x	-1.0%	i
CCOCCn1c(-c2ccc(OC)cc2)nc2ccccc21	0.0	0.0	5.0%	-7.3%	1.7%	-3.5%	-7.5%	5.1%	i
O=C(CSc1cccc2cccnc12)NCc1ccco1	9.0	0.0	-7.6%	3.5%	13.6%	x	9.0%	-1.0%	x
CCn1c(CN2CCCCCC2=O)nnc1SCc1cnc(-c2ccccc2)s1	2.0	0.0	2.8%	4.1%	8.3%	8.4%	-1.7%	-6.2%	i
CCN1c2ccccc2-c2nc3ccccc3n2C1c1ccccn1 (stereo not drawn)	5.0	10.0	-1.8%	-7.5%	11.5%	x	-2.5%	14.2%	x
CCC1CCCCN1C(=O)Cn1c(=O)n(CCC(=O)NCc2ccco2)c(=O)c2sccc21 (stereo not drawn)	14.0	1.0	0.3%	-4.6%	11.4%	-5.8%	-9.8%	-3.9%	i
CCN(CC)CCCNC(=O)c1nn(-c2ccc(OC)cc2OC)c(=O)c2ccccc12	7.0	4.0	-1.9%	-0.8%	12.0%	6.5%	18.5%	-6.8%	i	Spn PMK inh pilot replicates=0.0;MK inhibit pilot replicates=0.0;Spn DPM-DC inh pilot screen %=0.0
CC(C)(C)n1ncc2c(=O)n(CC(=O)NCCc3ccccc3)cnc21	9.0	6.0	-2.1%	3.8%	12.0%	x	3.1%	5.4%	i	Spn PMK inh pilot replicates=1.5;MK inhibit pilot replicates=1.5;Spn DPM-DC inh pilot screen %=1.0
Cc1cnc(C(=O)OCC(=O)Nc2cc(Cl)cc(Cl)c2)cn1	10.0	2.0	-1.6%	2.2%	3.9%	0.2%	1.3%	-3.2%	i
COc1cccc(OCCOCCNCCO)c1	8.0	0.0	-7.2%	-3.8%	3.2%	4.3%	-0.4%	-8.3%	i
COc1ccccc1C1C2=C(N=C3SCC(=O)N31)c1ccccc1CC2 (stereo not drawn)	8.0	5.0	-15.2%	7.7%	3.2%	x	5.1%	7.1%	i

Continued.
SMILES	Spn PMK inh	MK inhibit	Bfl-1 inhibitors	HPDE-C7 cytotoxicity	TNAP inhibition	LYP phosphatase	KRASV12 cytotoxicity	HT1080 cytotoxicity	Spn DPM-DC inh	others
CCc1cc2cc(C)ccc2nc1SCC(=O)N1CCN(C(=O)c2ccco2)CC1	23.0	0.0	-4.1%	-3.2%	15.2%	0.1%	8.7%	35.5%	i
Oc1ccccc1-c1cc(C(F)(F)F)[nH]n1	7.0	7.0	-4.2%	0.9%	5.8%	7.7%	-7.8%	6.5%	i
CC(C)Cc1nc2oc3c(N4CCN(CCO)CC4)ncnc3c2c2c1CCCC2	4.0	3.0	0.6%	41.0%	19.0%	5.1%	49.7%	-3.8%	i	Spn PMK inh pilot replicates=0.5;MK inhibit pilot replicates=6.0;Spn DPM-DC inh pilot screen %=4.0
CCOC(=O)c1c(C2CC2)csc1NC(C)=O	5.0	7.0	-2.8%	4.0%	7.0%	11.6%	6.8%	3.5%	i
O=C(CSc1nnnn1-c1ccc(Cl)cc1)N1CCc2ccccc2C1	0.0	0.0	-5.8%	-2.7%	9.2%	6.9%	-6.6%	6.0%	i

No enrichment for hits, and some 3.5% of all compounds hit somewhere here.
